RBX1-CUL1 inh: human ROC1-CUL1 E3 ligase inhibition | AID 1347404 | hit rate 0.6% among 140,000 | in vitro K48 di-Ub FRET, acceptor:donor ratio, 45 min | P62877+Q13616 | inhibition, % at 10 µM; in the data active = inhibition above about 25%
Target sequence (P62877 whole entry, looked up): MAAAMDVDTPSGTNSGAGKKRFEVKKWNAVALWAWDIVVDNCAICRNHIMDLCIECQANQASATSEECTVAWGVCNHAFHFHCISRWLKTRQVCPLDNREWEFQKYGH
Target sequence (Q13616 whole entry, looked up): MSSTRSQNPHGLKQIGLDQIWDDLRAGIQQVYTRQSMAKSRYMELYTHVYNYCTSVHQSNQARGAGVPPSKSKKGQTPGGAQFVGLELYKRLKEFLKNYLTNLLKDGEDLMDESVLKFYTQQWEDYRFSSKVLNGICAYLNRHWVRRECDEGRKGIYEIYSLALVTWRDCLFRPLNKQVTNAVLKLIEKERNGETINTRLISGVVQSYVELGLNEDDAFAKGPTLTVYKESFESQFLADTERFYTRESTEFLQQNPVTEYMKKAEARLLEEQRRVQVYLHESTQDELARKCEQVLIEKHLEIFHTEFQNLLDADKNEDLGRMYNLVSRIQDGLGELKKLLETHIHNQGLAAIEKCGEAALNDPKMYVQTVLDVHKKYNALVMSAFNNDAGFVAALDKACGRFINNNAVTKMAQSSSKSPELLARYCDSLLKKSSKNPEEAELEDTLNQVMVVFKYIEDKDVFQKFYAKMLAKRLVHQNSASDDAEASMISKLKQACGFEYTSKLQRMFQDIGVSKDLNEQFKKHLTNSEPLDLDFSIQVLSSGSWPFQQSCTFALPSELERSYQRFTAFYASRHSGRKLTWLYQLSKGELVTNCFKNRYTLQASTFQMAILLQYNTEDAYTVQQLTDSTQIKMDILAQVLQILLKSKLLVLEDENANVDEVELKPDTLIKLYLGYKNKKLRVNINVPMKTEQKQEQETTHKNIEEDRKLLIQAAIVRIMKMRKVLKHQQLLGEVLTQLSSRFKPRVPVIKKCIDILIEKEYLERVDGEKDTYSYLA
Active calls of the source: *.

SMILES | RBX1-CUL1 inh
O=C(Nc1nc2n(n1)C(c1ccc(F)cc1)CC(c1ccccc1)=N2)c1cccc([N+](=O)[O-])c1 (stereo unspecified) | 0
CC1(C)OC(=O)C(C2=NCCCCC2)C(=O)O1 | 2
COc1ccccc1-n1c(-c2ccc(S(N)(=O)=O)cc2)nc2ccccc21 | 0
O=C(NCCCN1CCOCC1)c1ccc2oc(Cc3ccc(Cl)cc3)nc2c1 | 9
Cc1cc(C)nc(NS(=O)(=O)c2ccc(NC(=O)c3cccs3)cc2)n1 | -3
O=S(=O)(Cc1cccc(Cl)c1)NCCc1ccccc1 | 6
Clc1cccc(Cl)c1CN1CCC2(CC1)OCCO2 | -3
COc1cc(NC(=S)NC2CCCC2)c(OC)cc1Cl | 2
Nc1ccc([N+](=O)[O-])cc1OCc1ccccc1 | 6
Cc1ccc(NC(=O)c2cccc(C)c2)nc1 | 15
O=C(COc1ccccc1Cl)NCC(=O)N/N=C/c1ccc(Cl)cc1Cl | -9
COc1ccc(OC)c(CC(=O)N2CCCC2C(=O)O)c1 (stereo unspecified) | 4
CCOC(=O)CC(C)=NC1CC(C)(C)NC(C)(C)C1 | 2
CCc1ccc(CNC(=O)c2c(C)oc3ncnc(N4CCOCC4)c23)cc1 | -2
Nc1nnc(Sc2nc3ccc(Cl)cc3nc2Sc2nnc(N)s2)s1 | 5
C=CCN1C(=O)S/C(=C\c2ccc(-c3ccc(Br)cc3)o2)C1=O | -7
Cc1cc(C)n2nc(SCc3nnc(SCC(=O)N(C)c4ccccc4)s3)nc2n1 | 8
CCn1nnnc1NCc1c(OC)ccc2ccccc12 | -3
COc1ccc(OC)c(-c2c(C)sc(N)[n+]2C)c1 | 3
Cc1cccc(CN2CCN(Cc3ccsc3)CC2CCO)n1 (stereo unspecified) | 1
CCCCOc1ccc(-c2nc(C3CCCCC3)no2)cc1 | 2
O=C(CC(=O)Nc1ccc(C(=O)NC2CCCCC2)cc1)Nc1ccc(C(=O)NC2CCCCC2)cc1 | 2
O=C(O)CN1C(=O)COc2c(Cl)cccc21 | -11
COc1ccc(CNC(=O)CCCc2ccccc2)cc1 | 3
Cc1ccc(C)c(CNC(=O)CN2C(=O)CSc3ccc(S(=O)(=O)N(C)C)cc32)c1 | -13
Later entries.
SMILES | RBX1-CUL1 inh
COc1ccc(/C=N/NC(=O)c2nn(-c3ccccc3)c(=O)c3c(N)scc23)cc1 | 4
CC(Sc1nc(-c2ccccc2)cc(C(F)(F)F)n1)C(=O)N1CCc2ccccc21 (stereo unspecified) | 7
Cn1cc(CN2CCC(c3ccc(F)c(F)c3)Sc3ccccc32)cn1 (stereo unspecified) | 6
CC1=Nc2ncnn2C(c2cccnc2)C1C(=O)Nc1ccccc1 (stereo unspecified) | 5
COc1cccc(CN2CCCC3(CCN(C(=O)c4ncoc4C)C3)C2)c1OC (stereo unspecified) | 2
CCC(Sc1nnc2sc3ccccc3n12)C(=O)O (stereo unspecified) | 7
CC(C)OCCCN(Cc1ccccc1F)C(=O)Nc1ccccc1 | 3
COc1ccc2nc3sc(C(=O)NCCc4ccc(Cl)cc4)cc3cc2c1 | -2
COc1cc(C2C(C(=O)Nc3ccccc3C)C(C)=Nc3ncnn32)cc(OC)c1OC (stereo unspecified) | 5
NC(=O)c1ccccc1NC(=O)CN1c2ccccc2S(=O)(=O)c2ccccc21 | 5
CCc1nccn1CCC(=O)N1CCN(c2cnn(C)c(=O)c2)CC1 | 5
COc1ccc(C(=O)NCCc2ccccc2)cc1OC | 1
CCOC(=O)c1c(CSc2nc3ccccc3s2)n(-c2ccccc2)c2cc(Br)c(OC)cc12 | 0
O=C(Cn1ccc(-c2cccc(-c3ccccn3)c2)n1)N1CCCCC1 | 0
CCN1CCC(NC(=O)c2cccc(OC(C)C)c2)CC1 | 10
C=C(Br)Cn1c(-c2cccs2)nc2ccccc21 | 6
COc1ccc(OC(=O)C2CCC2)cc1 | 1
Cc1ccc(CN(C(=O)COc2ccc(C(C)C)cc2)C2CCS(=O)(=O)C2)o1 (stereo unspecified) | 7
CCN(CC)C(=O)c1sc(N)c(C(N)=O)c1C | -3
COc1cccc(C(=O)Nc2ccc3oc(-c4cccc5c(Br)cccc45)nc3c2)c1 | -3
CSc1[nH]c2ccccc2c1CC(=O)N(C)C | -2
Cc1ccc2nc(CSc3nc(-c4ccco4)cc(C(F)(F)F)c3C#N)[nH]c2c1 | 1
CC(=O)c1cccc(NC(=O)c2cc(C)nc3c2c(C)nn3-c2cccc(Cl)c2C)c1 | -2
CN(CC(=O)Nc1nnc(-c2ccccc2)s1)S(=O)(=O)c1ccccc1 | -1
Cn1c(=O)c2[nH]c(N3CCN(C(=O)c4ccc(Cl)cc4)CC3)nc2n(C)c1=O | 17
(continued)
SMILES | RBX1-CUL1 inh
COc1ccc(NC(=O)CSc2nnc(-c3cccc(NC(=O)c4ccc(C)cc4)c3)n2C)cc1 | 16
COc1ccc(N2CCCn3c2nc2c3c(=O)n(C)c(=O)n2C)cc1 | 9
COc1cc(OC)c(NC(=O)Cn2cnc3sc(C)c(S(=O)(=O)N4CCN(C)CC4)c3c2=O)cc1Cl | -2
CCc1ccc(NC(=O)C2CCN(S(=O)(=O)N(C)C)CC2)cc1 | -3
CN1C(=O)c2ccc3c4c(ccc(c24)C1=O)C(=O)N(C)C3=O | 4
Cc1ccccc1N1Cc2ccccc2C1 | -4
Cc1nnnn1-c1cccc(C(=O)N2CCc3[nH]nc(C(C)C)c3C2)c1 | -5
CC(C)(C)C1CCC2(CC1)C(C(=O)c1ccccc1)C2(C#N)C#N (stereo unspecified) | 10
CCNc1nc2[nH]c(=O)c3c(c2s1)OC(=N)C(C#N)C3c1ccc(C)cc1 (stereo unspecified) | 8
CCc1ccc(OCC(=O)N(Cc2ccco2)Cc2ccccc2Cl)cc1 | 0
Cc1cccc(NC(=O)C(=O)NCCCN2CCOCC2)c1 | -4
CC(=O)N1CCCC1c1nc2ccccc2n1Cc1c(F)cccc1Cl (stereo unspecified) | -5
O=C(NC(=O)c1c(F)cccc1F)Nc1ccccc1SC(F)(F)C(F)(F)F | -6
COc1cccc(C2c3c(oc4ccccc4c3=O)C(=O)N2c2nccs2)c1 (stereo unspecified) | 2
CN(Cc1ccccc1)C(=O)c1cccn2c(=O)c3sccc3nc12 | -4
COc1ccccc1CN1CCC(CNC(=O)c2cnn(-c3ccc(Cl)cc3)c2C2CCN(C(=O)OC(C)(C)C)CC2)CC1 | -2
FC(F)(F)c1ccccc1-c1nc2ccc3ccccc3c2c2c1CCC2 | -2
COc1ccc(-c2cc(C(F)(F)F)n3nc(C(=O)Nc4cc(Cl)cc(Cl)c4)cc3n2)cc1 | -1
Cc1ccc(Nc2nc(C)c3c(n2)CC(C)CC3=O)cc1 (stereo unspecified) | -5
N#CC1=c2s/c(=C/c3cccc(C(F)(F)F)c3)c(=O)n2C(=N)C(C#N)C1c1cccc(C(F)(F)F)c1 (stereo unspecified) | -2
Cc1ccc(-n2nnnc2CNC(=O)c2cc(C(F)(F)F)cc(C(F)(F)F)c2)cc1C | -13
CCCCN1N=C(C(C)(C)C)Cn2c1nc1c2c(=O)n(C)c(=O)n1C | -7
O=S(=O)(NCCSCc1c(Cl)cccc1Cl)c1cccs1 | -7
Clc1ncccc1Sc1cccnc1Cl | 1
CCOc1ccccc1NC(=O)c1c(C)cc(C)nc1SCC(=O)c1cccc(OC)c1 | -7
Further entries follow.
SMILES | RBX1-CUL1 inh
Cc1ccc(S(=O)(=O)N(c2ccccc2)C2C(Oc3ccccc3)C(=O)N2c2ccccc2)cc1 (stereo unspecified) | 9
CC1=C(C)CC(C(=O)Nc2cc(C(=O)OC(C)C)cc(C(=O)OC(C)C)c2)C(C(=O)O)C1 (stereo unspecified) | 2
COC(=O)c1c(-c2cccs2)csc1NC(=O)c1ccc(C(C)(C)C)cc1 | 6
CCOc1cc(/C=C2\N=C(c3ccccc3)OC2=O)ccc1OCc1ccc(Cl)cc1 | -3
COc1ccc(-c2ccccc2)cc1NC(=O)C(F)(F)F | 3
CC1(C)C2CCC1(CS(=O)(=O)Nc1ccccc1)/C(=N/N=C/c1ccc([N+](=O)[O-])cc1)C2 (stereo unspecified) | 6
Cc1cc(C)c2c(=O)c3c(oc2c1)C(=O)N(Cc1ccc(F)cc1)C3c1cccc(O)c1 (stereo unspecified) | -4
COc1ccccc1-c1ccnc(-n2ncc(C(=O)N3CCN(Cc4ccccc4)CC3)c2C)n1 | -11
Cc1cc(C(=O)NC2CC(C)(C)NC(C)(C)C2)c(C)o1 | -4
COC(=O)C1C(C)=Nc2c(c(=O)n(C)c(=O)n2C)C1c1cccs1 (stereo unspecified) | -9
Cc1ccc(CCNC(=O)c2c(C)oc3ncn(CC(C)C)c(=O)c23)cc1 | 5
Cn1c(=O)sc2cc(C(=O)c3ccc(Br)cc3)ccc21 | -4
N#Cc1ccc(Oc2cccc(C(=O)O)c2)cc1C#N | 3
CCS(=O)(=O)Nc1ccc2c(c1)OCO2 | -4
Cc1cc(=O)[nH]c2c(C)cc(S(=O)(=O)N3CCCCC3)cc12 | 4
Cc1ccc(S(=O)(=O)c2[nH]c(-c3ccccc3)nc2SCCC(=O)O)cc1 | 6
CCn1cc(CNC2CC(C)(C)Cc3nc(N4CCOCC4)ncc32)cn1 (stereo unspecified) | -7
COc1ccc(CC2(CCC(=O)NCc3nc(-c4ccccc4)no3)CCC(=O)N2)c(F)c1 (stereo unspecified) | 10
COC(=O)c1c(NC(=O)c2cccnc2Cl)sc(C(=O)Nc2ccc(C)cc2C)c1C | -2
COc1cc(CC2(CCC(=O)NC(C)c3cccc4ccccc34)CCC(=O)N2)ccc1F (stereo unspecified) | 10
Cc1cc(N2CCC(C(=O)Nc3ccc(Cl)cc3)CC2)n2nc(C)c(-c3ccc(Cl)cc3)c2n1 | 0
O=C(Nc1c2c(nc3c1CCC3)CCCC2)c1ccccn1 | -1
CCOC1(c2ccc(Cl)cc2)N=Cc2c(nnn2OCC(=O)c2ccc(Br)cc2)O1 (stereo unspecified) | -3
COc1ccc(S(=O)(=O)NCc2ccccc2Cl)cc1Br | 7
CCC(=O)N1CCc2cc(S(=O)(=O)NC(CC(C)C)C(=O)NCc3ccc(F)cc3)ccc21 (stereo unspecified) | 5

4 compounds picked at random from those above:
SMILES | RBX1-CUL1 inh
Cc1cc(N2CCC(C(=O)Nc3ccc(Cl)cc3)CC2)n2nc(C)c(-c3ccc(Cl)cc3)c2n1 | 0
CC1=C(C)CC(C(=O)Nc2cc(C(=O)OC(C)C)cc(C(=O)OC(C)C)c2)C(C(=O)O)C1 (stereo unspecified) | 2
Cc1ccc(S(=O)(=O)c2[nH]c(-c3ccccc3)nc2SCCC(=O)O)cc1 | 6
Cc1ccc(CCNC(=O)c2c(C)oc3ncn(CC(C)C)c(=O)c23)cc1 | 5

Continued:
SMILES | RBX1-CUL1 inh
CCOc1ccc2ccccc2c1C(=O)NCC1CCCO1 (stereo unspecified) | -3
Cc1cccc(NC(=O)N2CC(=O)Nc3sc4c(c3C2c2ccccc2)CCCC4)c1C (stereo unspecified) | 6
O=C(CN1CCCC1)NCC1(c2ccccc2)CCCC1 | 7
COC(=O)c1ccc(NCN2C(=O)S/C(=C/c3ccccc3)C2=O)cc1 | -4
COc1cnnc(Cl)c1Cl | -11
CC(=O)c1ccc(-c2ncc(-c3ccc(C)cc3)o2)s1 | -2
C=C[C@]1(C)C[C@@H](OC)C2(C)C(C)CCC3(CCC(=O)C32)[C@@H](C)C1=O (stereo partly specified) | 2
COc1ccc(C2CC(=O)Nc3cc4c(cc32)OCO4)cc1Cl (stereo unspecified) | 12
CCCCN(CCCC)C(=O)CSc1nc2sc(C)c(C)c2c(=O)[nH]1 | -6
COc1ccc(CC(=O)NCC2(c3ccccc3)CCCC2)cc1 | 8
CCC(CC)C(=O)Nc1cc(C)ccc1O | 2
CCOc1ccc(N(C(=O)CC(C)C)S(=O)(=O)c2ccc3c(c2)oc(=O)n3C)cc1 | -5
O=C(NCCCN1CCN(c2cccc(Cl)c2)CC1)c1nnc(Cc2ccc(F)cc2Cl)o1 | 3
CCCCS(=O)CC(O)CSc1nc(-c2ccc(OC)cc2)cc(-c2ccccc2)c1C#N (stereo unspecified) | 1
O=C(Cn1cccn1)NCc1cccnc1Oc1ccc(F)c(F)c1 | 6
COc1ccc(-c2ccc(C#N)c(SCC(=O)NC34CC5CC(CC(C5)C3)C4)n2)cc1 | -2
C/C(=N/Nc1nc(C)cc(=O)[nH]1)c1cccc(N)c1 | 3
CCc1ccccc1NC(=O)C(=O)NCCCN1CCOCC1 | 7
Cc1c(C(=O)NCCc2ccncc2)oc2c(F)cccc12 | -2
NS(=O)(=O)c1cc2c(cc1Cl)NCNS2(=O)=O | 0
CCN(C(=O)Cn1c(SCC(=O)Nc2ccc(OC)cc2)nc2ccccc21)c1cccc(C)c1 | -1
COCCNC(=O)c1c(NC(=O)c2ccccc2C)sc2c1CCCC2 | -1
O=C(Nc1cc2c(cc1Cl)OCCO2)c1ccco1 | -4
COc1ccc(CN2CCC(n3nccc3NC(=O)CC(C)C)CC2)c(F)c1 | 5
COc1cccc(NC(=O)CSC2=NC(=O)C(C/C=C/c3ccccc3)C(=O)N2)c1 (stereo unspecified) | 9
COC(=O)c1ccc(NS(=O)(=O)c2cc([N+](=O)[O-])ccc2Cl)cc1 | -3
C=CCn1c(CCO)nc2ccccc21 | 1

Reformatted as tab-separated lines: entries from further up
SMILES	RBX1-CUL1 inh
O=C(O)CN1C(=O)COc2c(Cl)cccc21	-11
Cn1c(=O)c2[nH]c(N3CCN(C(=O)c4ccc(Cl)cc4)CC3)nc2n(C)c1=O	17
CN1C(=O)c2ccc3c4c(ccc(c24)C1=O)C(=O)N(C)C3=O	4
N#Cc1ccc(Oc2cccc(C(=O)O)c2)cc1C#N	3

5 of the compounds above, as a markdown table.
| SMILES | RBX1-CUL1 inh |
| --- | --- |
| CCOc1ccccc1NC(=O)c1c(C)cc(C)nc1SCC(=O)c1cccc(OC)c1 | -7 |
| Cc1ccc(S(=O)(=O)N(c2ccccc2)C2C(Oc3ccccc3)C(=O)N2c2ccccc2)cc1 (stereo unspecified) | 9 |
| CC1=C(C)CC(C(=O)Nc2cc(C(=O)OC(C)C)cc(C(=O)OC(C)C)c2)C(C(=O)O)C1 (stereo unspecified) | 2 |
| COC(=O)c1c(-c2cccs2)csc1NC(=O)c1ccc(C(C)(C)C)cc1 | 6 |
| CCOc1cc(/C=C2\N=C(c3ccccc3)OC2=O)ccc1OCc1ccc(Cl)cc1 | -3 |

High-throughput results from PubChem BioAssay.

This is a subset. The share of hits here may be higher or lower than overall.
